OX1R antag-1: human HCRTR1 antagonism | O43613 | AID 434989 | CHO/OX1R cells, Fluo-8 calcium fluorescence, orexin A | 330,000 tested, 0.43% active | inhibition, % at 5 µM;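 active = inhibition above its plate's threshold, mean inhibition of all tested compounds on the plate plus 3 SD, cut at about 37% in these data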;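 also: 0% = orexin A challenge wells and 100% = SB-334867-A antagonist wells; not every result past the cut was called active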
Target sequence (O43613 whole entry, looked up): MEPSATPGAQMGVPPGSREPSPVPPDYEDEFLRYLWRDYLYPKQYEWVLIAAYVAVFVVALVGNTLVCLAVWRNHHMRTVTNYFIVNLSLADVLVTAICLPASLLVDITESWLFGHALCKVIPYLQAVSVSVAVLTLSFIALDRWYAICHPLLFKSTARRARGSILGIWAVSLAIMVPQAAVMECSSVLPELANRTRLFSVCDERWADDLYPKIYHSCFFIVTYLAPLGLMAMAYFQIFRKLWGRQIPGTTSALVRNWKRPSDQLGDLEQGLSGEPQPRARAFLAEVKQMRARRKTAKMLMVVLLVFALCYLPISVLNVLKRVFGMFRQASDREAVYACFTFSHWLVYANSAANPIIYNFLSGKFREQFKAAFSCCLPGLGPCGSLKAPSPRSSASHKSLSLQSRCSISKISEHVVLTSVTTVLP
OX1R antag-2: blocks the human orexin 1 receptor | O43613 | OX1R-expressing cells, FRET antagonist read-out | inhibition, % at 6.6 µM | 330,000 tested, 1.8% active | AID 485270; in the data active = inhibition mostly above about 38%, no sharp cut-off; inactive = mostly below about 40%;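 also: 0% = agonist challenge alone and 100% = reference antagonist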
CHT PAM: allosteric activators of human choline transporter CHT. Q9GZV3. CHT-expressing cells, membrane potential dye, choline EC20; active compounds read high; LV-AA mutant CHT in HEK293 cells. AID 488977. B-score at 10 µM. 310,000 tested, 0.49% active;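 active = initial fluorescence not abnormally high and integrated response B-score, plate-corrected, over 3 SD above library mean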
Target sequence (Q9GZV3 whole entry, looked up): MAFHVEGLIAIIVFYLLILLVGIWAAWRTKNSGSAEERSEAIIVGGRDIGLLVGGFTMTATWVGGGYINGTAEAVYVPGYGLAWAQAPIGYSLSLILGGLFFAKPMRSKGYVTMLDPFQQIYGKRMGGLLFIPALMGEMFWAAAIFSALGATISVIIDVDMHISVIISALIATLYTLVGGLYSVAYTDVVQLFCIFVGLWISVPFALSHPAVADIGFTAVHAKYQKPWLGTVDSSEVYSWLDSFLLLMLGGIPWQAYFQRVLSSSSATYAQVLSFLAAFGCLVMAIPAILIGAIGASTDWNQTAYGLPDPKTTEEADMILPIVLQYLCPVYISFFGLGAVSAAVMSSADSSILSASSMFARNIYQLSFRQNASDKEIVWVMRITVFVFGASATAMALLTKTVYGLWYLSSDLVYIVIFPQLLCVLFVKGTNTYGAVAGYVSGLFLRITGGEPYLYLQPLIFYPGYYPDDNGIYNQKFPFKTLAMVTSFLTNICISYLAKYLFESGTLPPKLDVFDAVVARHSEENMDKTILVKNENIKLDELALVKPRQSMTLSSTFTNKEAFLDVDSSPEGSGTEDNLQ
Active calls of the source: *; i = inactive; · = no result given.

SMILES | OX1R antag-1 | OX1R antag-2 | CHT PAM
CC(C)(C)c1ccc(C(=O)NNc2cc(Cl)cc(Cl)c2)cc1 | -21 | 0 | i
Cc1ccc2c(c1)Sc1ccccc1CC2=O | -30 | 30 | i
Cc1cccc(NC(=O)CN(C2=NC3CS(=O)(=O)CC3S2)c2ccccc2F)c1 (stereo unspecified) | -5 | 2 | i
O=C(c1cnn2ccccc12)N1CCc2ccccc21 | -9 | 15 | i
O=C(CCNC(=O)c1ccc([N+](=O)[O-])cc1)NCCCN1CCCC1=O | -10 | 48 | i
CCCN1CCN(CCCNC(=O)c2ccc3c(Cl)c4c(nc3c2)CCCC4)CC1 | -52 | 21 | i
COc1ccc(NC(=O)CCNS(=O)(=O)c2cccc3nonc23)c(OC)c1 | -9 | 27 | i
O=C(O)c1cccc2c1C(=O)N(C1CCCCC1)C2 | -10 | 10 | i
CCNc1nc(N)nc(Oc2ccc(OCc3ccccc3)nn2)n1 | -7 | 8 | i
O=C(NN=C1C2CC3CC(C2)CC1C3)c1cccs1 | -5 | 23 | i
COc1ccccc1-c1nnc(SCC(=O)Nc2ccc(Cl)cc2Cl)o1 | -3 | 9 | i
CCCCCc1nc(N)c(C#N)c(-c2ccco2)c1CCCC | -36 | 13 | i
COc1ccc(-c2cc(C(=O)NCC(c3ccco3)N(C)C)c3ccccc3n2)cc1OC (stereo unspecified) | -37 | 24 | i
COC(=O)[C@]1(Cc2ccccc2)N[C@H](CN(C)S(=O)(=O)c2ccc(F)cc2)[C@@H]2C(=O)N(C)C(=O)[C@@H]21 | -21 | 6 | ·
CC[C@]1(C(=O)OC)[C@H]2C(=O)N(C)C(=O)[C@H]2[C@H]2CN(C)C(=NCc3ccccc3)N21 | -8 | 3 | ·
COc1ccc(CCN(Cc2cc3cccc(C)c3[nH]c2=O)C(=O)N2CCCC2)cc1OC | -29 | 30 | i
CCn1nc(C)c(CNC(=O)c2cc(COc3cncc(Cl)c3)on2)c1C | -7 | 0 | i
COc1ccc(Cl)cc1C(=O)NNC(=O)CNC(=O)c1ccc(C)s1 | 8 | 21 | ·
COC(=O)Cn1cnc2sc(C)c(S(=O)(=O)N3CCN(c4ccccc4OC)CC3)c2c1=O | -34 | 41 | i
Cc1ccc(-c2csc(NC(=O)c3ccc(F)cc3)c2C(=O)O)cc1 | -19 | 17 | i
CCc1ccccc1NC(=O)CN(C)C(=O)COc1ccc(C)nc1[N+](=O)[O-] | -5 | 37 | i
COc1ccc(OC)c(NS(=O)(=O)c2cccs2)c1 | -6 | 9 | i
CCc1nnc(NC(=O)[C@@H](NC(=O)c2cccc(S(=O)(=O)N3CCOCC3)c2)C(C)C)s1 | -34 | 13 | i
CCOC(=O)NCc1ccc2c(c1)cc(C)n2C | -9 | 10 | i
O=C1/C(=C/c2ccccn2)SC(=S)N1Cc1ccccc1 | -16 | 5 | i
(more compounds)
SMILES | OX1R antag-1 | OX1R antag-2 | CHT PAM
N#Cc1ccccc1-c1ccccc1C(=O)N1CCCCC1 | -1 | 10 | i
CCOc1ccccc1NC(=O)C(NC(=O)C1CCC(C)CC1)C(C)C (stereo unspecified) | -22 | 33 | i
CCOc1ccc(-c2nnn(CC(=O)N3CCCC3)n2)cc1OCC | -14 | 3 | i
CC(=O)Nc1cccc(OCCCNC(=O)c2ccc(C(C)(C)C)cc2)c1 | -26 | 6 | i
C=C(C)CNC(=S)N/N=C(\C)c1ccc(Cl)s1 | -24 | 0 | i
CN(c1ccc(C(=O)N2CCN(Cc3ccc4c(c3)OCO4)CC2)cc1)S(=O)(=O)c1ccccc1 | -15 | 16 | i
CC(=O)Nc1ccc(NC(=O)COc2ccc(S(=O)(=O)NC(C)c3ccccc3)cc2)cc1 (stereo unspecified) | 0 | 3 | i
CN(C)c1ccc(C(c2nnnn2C(C)(C)C)N2CCN(C(=O)c3ccco3)CC2)cc1 (stereo unspecified) | -14 | 0 | i
CCN1C(=O)c2cccc3c(S(=O)(=O)N(C(=O)c4cccnc4)c4ccc(OC)cc4)ccc1c23 | -25 | 18 | i
Cc1cc([N+](=O)[O-])ccc1N(C)C | 8 | 23 | i
O=C(NCCc1ccccn1)c1nc(Cn2ccc([N+](=O)[O-])n2)no1 | -13 | 3 | i
Cc1ccc(-n2ncc(C(=O)NCC3CCN(C4CCCC4)C3)c2C2CCN(C(=O)OC(C)(C)C)CC2)cc1C (stereo unspecified) | -50 | 10 | i
O=C(N/N=C/c1ccccc1)c1ccco1 | -25 | 0 | i
O=[N+]([O-])c1ccccc1-c1ccc(CN2CCN(c3ccccc3)CC2)o1 | -12 | 11 | i
COc1ccc(C(=O)Nc2cc(S(=O)(=O)N3CCCCC3)ccc2OC)cc1 | -16 | 2 | ·
CC(C)(Oc1ccc(C2CC2(Cl)Cl)cc1)C(=O)O (stereo unspecified) | -2 | 11 | i
OC(CNCc1ccc(Cl)cc1)COc1ccccc1 (stereo unspecified) | -24 | 9 | i
C=CCn1c(SCc2nc3scc(-c4ccccc4)c3c(=O)[nH]2)nnc1-c1ccccc1F | -27 | 7 | i
O=C(NCCCN1CCOCC1)c1cccc(NC(=O)c2ccccc2)c1 | -10 | 7 | i
COCCN(C(=S)Nc1ccccc1OC)C1CCN(C(C)C)CC1 | -8 | 9 | i
COC(=O)NCC(c1ccco1)N1CCN(c2ccc(OC)cc2)CC1 (stereo unspecified) | -4 | 14 | i
COc1ccc(/C=N/NC(=O)CN(CCc2ccccc2)S(=O)(=O)c2ccc(NC(C)=O)cc2)cc1OC | -13 | 16 | i
O=C(NNC(=O)c1cccc(O)c1)Nc1ccc([N+](=O)[O-])cc1 | -11 | 39 | i
CC1CN(S(=O)(=O)c2cc(C(=O)NCc3ccncc3)ccc2Cl)CC(C)O1 (stereo unspecified) | -30 | 5 | ·
COc1ccc(CNC(=O)CN2C(=O)CSc3ccc(S(=O)(=O)N4CCOCC4)cc32)c(OC)c1 | -14 | 5 | i

One compound at a time, as listed above.
Entry for `CN(C)c1ccc(C(c2nnnn2C(C)(C)C)N2CCN(C(=O)c3ccco3)CC2)cc1` (stereo unspecified) : OX1R antag-1 = -14; OX1R antag-2 = 0; CHT PAM = i
Entry for `CCOc1ccccc1NC(=O)C(NC(=O)C1CCC(C)CC1)C(C)C` (stereo unspecified) : OX1R antag-1 = -22; OX1R antag-2 = 33; CHT PAM = i

The listing continues:
SMILES | OX1R antag-1 | OX1R antag-2 | CHT PAM
O=C(NC12CC3CC(CC(C3)C1)C2)c1cc(F)c(F)cc1Cl | -25 | 5 | i
C/C(=N\OCC(=O)NC12CC3CC(CC(C3)C1)C2)c1cc2ccccc2o1 | -57 | -7 | i
O=C(O)C1C2C=CC(CC2)C1C(=O)O (stereo unspecified) | 17 | -8 | i
COc1ccc(NC(=O)c2c(C)nn(-c3ccccc3)c2Cl)cc1 | -16 | 5 | i
CCOC(=O)N1CCC(Nc2c(NCCCN(CC)CC)c(=O)c2=O)CC1 | -10 | 5 | i
CCNC(=S)Nc1cc(OCC)c(NC(=O)c2ccco2)cc1OCC | -22 | 18 | i
COc1ccccc1-c1nnn(CC#N)n1 | -12 | 6 | i
O=C1[C@H](O)[C@@H](O)C(=O)N1Cc1ccccc1 | -12 | -8 | i
CSC[C@H](NC(=O)COc1cc2c(c3oc(=O)cc(C)c13)CCC(C)(C)O2)C(=O)O | -12 | -3 | i
Cn1c(-c2ccccc2)cnc1NCc1ccccc1 | -21 | 10 | i
CCCCn1c(N)c(N(Cc2ccccc2OC)C(=O)CCC(C)C)c(=O)[nH]c1=O | -22 | 24 | i
O=C(NCC(c1ccc(F)cc1)N1CCOCC1)c1cccnc1Sc1ccccc1 (stereo unspecified) | -29 | 17 | i
COc1ccccc1NC(=O)CSc1nnnn1-c1ccc2c(c1)OCO2 | -15 | 14 | i
CCC(=O)Nc1c(-c2cccs2)c(=O)c2ccccc2n1C | -17 | 13 | i
COC(=O)c1sc(-c2ccc(C(C)(C)C)cc2)cc1NC(=O)CSCC(=O)O | 9 | 20 | i
COCCC(=O)N1CCC(Oc2ccc(C(=O)NCc3csc(C)n3)cc2)CC1 | -17 | 26 | i
COc1ccc2[nH]c3c(c2c1)CCN1C(=O)C(CC(=O)NCCCn2ccnc2)C[C@H](C(=O)N2CCCCC2)[C@@]31C (stereo partly specified) | -15 | 1 | ·
CN1C(=O)C(CC(=O)Nc2ccc3c(c2)Cc2ccccc2-3)N(C)C1=O (stereo unspecified) | -10 | 24 | i
CN(C)S(=O)(=O)c1cccc(NC(=O)/C=C/c2ccc(S(=O)(=O)N3CCOCC3)cc2)c1 | 17 | 5 | ·
CCc1ccc(OCCCC(=O)Nc2ccc(N3CCCCC3)cc2)cc1 | -17 | 2 | i
CN(C(=O)/C=C/c1ccco1)c1ccccc1C(=O)O | -7 | 13 | i
CC(C)Oc1ccc(S(=O)(=O)N2CCOCC2)cc1NC(=O)C1COc2ccccc2O1 (stereo unspecified) | -6 | 10 | ·
COc1ccc(Nc2ccc(S(=O)(=O)N3CCCCC3)cc2[N+](=O)[O-])cc1OC | -43 | -5 | i
O=C(CCNC(=O)c1ccc(Cl)cc1)Nc1ccc(F)cc1F | -16 | 15 | i
O=C(COC(=O)c1ccco1)Nc1ccccc1 | -16 | 11 | i
The results go on.
SMILES | OX1R antag-1 | OX1R antag-2 | CHT PAM
OCc1ccc2c(c1)c(-c1ccc3c(c1)OCCO3)c(-c1ccccc1)n2-c1ccccc1 | 13 | 14 | ·
O=C(CN1CCN(S(=O)(=O)N2CCOCC2)CC1)Nc1ccc(Cl)c(Cl)c1 | 12 | 4 | i
CCC1=NN2C(=N)/C(=C\c3cccn3-c3ccc(OC)cc3)C(=O)N=C2S1 | -12 | 15 | i
CCN(C(=O)Cn1c(=O)n2nc(CCn3nc(C)cc3C)nc2c2ccccc21)c1cccc(C)c1 | -15 | 23 | i
Cc1cc(=O)n(CCCO)c(O)c1C#N | 0 | 35 | i
CC(=O)NCc1ccc(C(=O)COC(=O)COc2ccc(Cl)c(C)c2)s1 | 6 | 2 | ·
CC(=O)c1noc(C)c1C(=O)Nc1nccs1 | -16 | 18 | i
COc1ccccc1Nc1nc2c(s1)CCC2 | -25 | 16 | i
CCc1nnc(NC(=O)CN2C(=O)NC3(CC(C)CC(C)(C)C3)C2=O)s1 (stereo unspecified) | -15 | -5 | i
COc1ccc(NC(=O)c2cc(-c3cc(Cl)ccc3O)n[nH]2)c(OC)c1 | 20 | 42* | i
O=C(NCc1ccccn1)c1ccc(Cl)s1 | -14 | 0 | i
O=C(Nc1ccc2c(c1)CCC2)c1cc2ccccc2o1 | -10 | 48 | i
CCc1cc2c3c(c(=O)oc2cc1O)CCCC3 | -29 | 17 | i
CCOc1ccc(OCc2ccc(C(=O)Nc3cccc(C)n3)o2)cc1 | -15 | 10 | i
CC(C)Oc1c(Br)cc(Br)cc1/C=N/NC(N)=S | -26 | 29 | i
O=C(NCc1cccnc1)C(=O)NCC1OCCCN1S(=O)(=O)c1ccc(Cl)cc1 (stereo unspecified) | -18 | 11 | i
Cc1n[nH]c(=O)n1-c1ccc(OCc2ccccc2)cc1 | 5 | 9 | i
Cc1cc(NS(=O)(=O)c2ccc(NC(=S)NC(=O)c3cccnc3)cc2)no1 | 1 | 27 | i
Cc1nn(C)c(C)c1CS(=O)(=O)c1ccccc1 | 3 | 8 | i
CC(=O)c1cccc(NC(=O)NC2CC3CCCC(C2)N3CC(C)C)c1 (stereo unspecified) | -7 | 14 | i
Cc1cnc([N+](=O)[O-])n1CCOC(=O)c1cccc(F)c1 | -1 | 7 | i
O=C1CCCC(O)=C1C1NCCc2ccccc21 (stereo unspecified) | -14 | 8 | i
Cc1ccc(/C=N/NC(=O)C2=NNC(c3ccccc3)(c3ccccc3)C2)c(O)c1 | -8 | 14 | i
COc1ccc(C2C(C#N)=C(N)OC3=C2C(=O)CCC3)c(OC)c1OC (stereo unspecified) | -12 | 14 | i
COc1cccc(CC2(CO)CCCN(Cc3cc(F)ccc3-n3cccn3)C2)c1 (stereo unspecified) | -24 | 18 | i

Limited to OX1R antag-2 and OX1R antag-1 (3 entries from above):
canonical_smiles	OX1R antag-2	OX1R antag-1
CCc1cc2c3c(c(=O)oc2cc1O)CCCC3	17	-29
Cc1n[nH]c(=O)n1-c1ccc(OCc2ccccc2)cc1	9	5
Cc1ccc(/C=N/NC(=O)C2=NNC(c3ccccc3)(c3ccccc3)C2)c(O)c1	14	-8

Additional records
SMILES | OX1R antag-1 | OX1R antag-2 | CHT PAM
Cn1ccnc1SCc1nc2c(cnn2-c2ccccc2)c(=O)[nH]1 | -11 | 8 | i
Cn1c(CSCc2ccc(Cl)cc2Cl)n[nH]c1=S | -8 | 28 | i
CSc1nc(-c2ccccc2)nn1C(=O)c1ccc(Cl)cc1 | 11 | -3 | i
CC(C)OCc1ccc(C(=O)N2CCN(CC(=O)N3CCCC3)CC2)cc1 | 4 | -4 | ·
O=C(CN1C(=O)c2ccccc2C1=O)c1ccc(F)cc1 | -7 | 4 | i
O=C(/C=C/c1cccc(C(F)(F)F)c1)Nc1cccc(C(F)(F)F)c1 | 31 | 36* | i
O=C1CCC([N+](=O)[O-])C(c2ccc(Cl)c([N+](=O)[O-])c2)N1 (stereo unspecified) | -7 | 20 | i
O=C(Nc1ccccc1-c1ccccc1)NC1CCN(CC(=O)N2CCOCC2)CC1 | -16 | 9 | i
Cc1ccc2c(c1)N(C(=O)CCC(=O)Nc1ccccc1Br)CC(C)O2 (stereo unspecified) | -23 | 15 | i
CSc1ccc(N2C(=O)NC3(CCCCC3)C2=O)cc1 | -14 | 10 | i
O=C(Cn1cc(C(F)(F)F)ccc1=O)N1CCc2ccccc21 | -7 | 2 | ·

Grouped by structure: the entries above with bromine (2)
SMILES | OX1R antag-1 | OX1R antag-2 | CHT PAM
CC(C)Oc1c(Br)cc(Br)cc1/C=N/NC(N)=S | -26 | 29 | i
Cc1ccc2c(c1)N(C(=O)CCC(=O)Nc1ccccc1Br)CC(C)O2 (stereo unspecified) | -23 | 15 | i

Screens (PubChem)
